D1 potentiator – Potentiators of Human D1 Dopamine Receptor: qHTS | D(1A) dopamine receptor (Homo sapiens), P21728 | AID 504651, 2011 | HEK293 TREx D1 cells, calcium flux, dopamine EC20 potentiation | 360,000 tested, 0.036% active | potentiation, % at 10 µM; in the data active = potentiation above about 30%; note: 0% is about no effect
D2 agonist – HTS Assay for Allosteric Agonists of the Human D2 Dopamine Receptor: Primary Screen for Agonists; AID 485358, 2010; 340,000 tested, 0.53% active; activation, % at 2 µM; D(2) dopamine receptor (Homo sapiens), P14416; HEK293 T-REx D2 cells, calcium flux agonist mode;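 active = activation over 3 SD above normal in the single-dose calcium agonist read, cut at about 30% in these data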; note: 0% is about no effect
Target sequence (P14416 whole entry, looked up): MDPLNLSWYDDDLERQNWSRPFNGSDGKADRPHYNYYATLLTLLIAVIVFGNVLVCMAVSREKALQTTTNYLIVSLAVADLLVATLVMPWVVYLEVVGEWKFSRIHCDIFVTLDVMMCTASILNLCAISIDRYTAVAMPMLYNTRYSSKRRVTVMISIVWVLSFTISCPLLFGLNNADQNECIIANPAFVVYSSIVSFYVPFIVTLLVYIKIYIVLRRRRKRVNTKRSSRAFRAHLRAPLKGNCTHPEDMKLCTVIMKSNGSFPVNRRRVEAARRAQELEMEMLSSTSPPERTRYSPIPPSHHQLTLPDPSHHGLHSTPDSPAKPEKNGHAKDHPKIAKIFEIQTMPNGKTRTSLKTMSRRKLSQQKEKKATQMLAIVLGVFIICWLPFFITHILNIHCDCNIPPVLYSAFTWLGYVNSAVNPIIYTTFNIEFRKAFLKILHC
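Tetracycline-induced HEK293 Trex cells with D2 receptor force-coupled to calcium signaling, plated overnight at 30 C and loaded with no-wash calcium dye. Calcium flux read kinetically for 180 s after compound addition; responses flag agonists.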
D2 antagonist – HTS Assay for Allosteric Antagonists of the Human D2 Dopamine Receptor: Primary Screen for Antagonists; AID 485344, 2010; 340,000 tested, 2% active; inhibition, % at 10 µM; D(2) dopamine receptor (Homo sapiens), P14416; HEK293 TREx D2 cells, calcium flux, dopamine EC80; in the data active = inhibition above about 30%; note: 0% is about no effect
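Calcium mobilization kinetics were recorded at 1 s intervals in tetracycline-induced HEK293 T-REx D2 cells, first for 180 s after compound addition and then 180 s after EC80 dopamine.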
D2 potentiator – HTS Assay for Positive Allosteric Modulators of the Human D2 Dopamine Receptor: Primary Screen for Potentiators | D(2) dopamine receptor (Homo sapiens), P14416 | HEK293 T-REx D2, calcium flux, EC20 dopamine potentiation | potentiation, % at 10 µM | 340,000 tested, 0.34% active | AID 485347, 2010;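 active = potentiation over 3 SD above the plate norm, cut at about 30% in these data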; note: 0% is about no effect
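Potentiation of an EC20 dopamine calcium response is measured in a force-coupled, tetracycline-inducible Hek293 Trex D2 line. Compound-only kinetic reads over 180 s flag agonists before dopamine addition.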
RXFP1 antagonist – qHTS Assay for Antagonists of the Relaxin Receptor RXFP1. AID 1259400, 2018. 350,000 tested, 0.59% active. HEK293-RXFP1, relaxin-stimulated cAMP HTRF, 30 min; stronger effect = lower value. Relaxin receptor 1 (Homo sapiens), Q9HBX9. activity change, negative = inhibition, % at 57.5 µM;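 active = activity change of -60% or lower, but not beyond a set lower limit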; note: % is set by controls: 0 for no effect and ±100 for the full control effect
TRHR agonist – qHTS for Small Molecule Agonists and Allosteric Enhancers of Human TRH Receptor: Primary Screen for Agonists | TRHR cells, calcium flux fluo-8, FDSS agonist mode | Thyrotropin-releasing hormone receptor (Homo sapiens), P34981 | 360,000 tested, 0.18% active | activation, % at 2 µM | AID 493084, 2011; note: 0% is about no effect
Target sequence (P34981 whole entry, looked up): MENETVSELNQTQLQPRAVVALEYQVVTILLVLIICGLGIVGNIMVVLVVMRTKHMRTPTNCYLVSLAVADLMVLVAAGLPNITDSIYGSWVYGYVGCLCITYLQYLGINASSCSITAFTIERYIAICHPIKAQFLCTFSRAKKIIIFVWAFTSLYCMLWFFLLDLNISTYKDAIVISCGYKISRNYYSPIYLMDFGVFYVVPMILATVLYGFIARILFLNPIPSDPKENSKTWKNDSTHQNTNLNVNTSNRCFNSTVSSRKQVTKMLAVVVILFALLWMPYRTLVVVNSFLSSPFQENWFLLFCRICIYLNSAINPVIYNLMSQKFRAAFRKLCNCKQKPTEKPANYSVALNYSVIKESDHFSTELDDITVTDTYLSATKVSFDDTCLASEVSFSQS
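In this calcium-flux screen, cells bearing human TRHR are dye-loaded with fluo-8, baselined for 10 cycles, then exposed to library compounds; positive kinetic calcium responses during the agonist phase mark hits, with TRH as control.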
TRHR enhancer – qHTS for Small Molecule Agonists and Allosteric Enhancers of Human TRH Receptor: Primary Screen for Enhancers. enhancement, % at 2 µM. TRHR cells, fluo-8 calcium fluorescence, EC20 TRH enhancement. 360,000 tested, 0.66% active. Thyrotropin-releasing hormone receptor (Homo sapiens), P34981. AID 493056, 2011; in the data active = enhancement above about 30%; note: 0% is about no effect
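Enhancer read-out: after compound pinning and an initial kinetic agonist-mode read, an EC20 of TRH (10 nM final) was injected and fluo-8 calcium signal (Ex 480/Em 530) followed at 1 s/cycle for 100 cycles in TRHR-expressing cells.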
D1 ag – Allosteric Agonists of the Human D1 Dopamine Receptor: qHTS | D(1A) dopamine receptor (Homo sapiens), P21728 | HEK293 T-REx D1 cells, calcium flux, agonist mode | activation, % at 2 µM | 360,000 tested, 1% active | AID 504660, 2011; note: 0% is about no effect
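Inducible HEK293 T-REx D1 cells, force-coupled to calcium signalling, were plated at 4000 cells/well with tetracycline and held overnight at 30 C. After no-wash calcium dye loading, compound-evoked calcium rise over 180 s flagged agonists.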
D1 antag – Antagonist of Human D 1 Dopamine Receptor: qHTS. 360,000 tested, 3.2% active. activity change, negative = inhibition, % at 10 µM. HEK293 TREx D1 cells, calcium flux, dopamine EC80; stronger effect = lower value. AID 504652, 2011. D(1A) dopamine receptor (Homo sapiens), P21728; in the data active = activity change below about -30%; note: % is set by controls: 0 for no effect and ±100 for the full control effect
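Antagonism measured as reduced calcium response to an EC80 dopamine addition following 180 s compound pre-read; cells were inducible HEK293 Trex D1 plated overnight at 30 C, read kinetically at 1 cycle/sec.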
The depositor's hits bear a star. Cut-off read from the data, not from the text of the source, unless noted: active = activation above about 30%; inactive = the rest.

Screening CC(=O)c1ccc(NC(=O)CSc2nnc(-c3ccncc3)n2C2CC2)cc1 returned D1 potentiator -5, D2 agonist 0.4, D2 antagonist 15, D2 potentiator 2, RXFP1 antagonist 0, TRHR agonist 0.1, TRHR enhancer 1, D1 ag 0 and D1 antag 4.
CCCNc1nc(C)cc(-c2cc(C(=O)NC3CCCC3)on2)n1 was read as D1 potentiator -5, D2 agonist 0.2, D2 antagonist 6, D2 potentiator 6, TRHR agonist -0.4, TRHR enhancer 4, D1 ag 1 and D1 antag 21.
`C=C(C)c1cccc(C(C)(C)NC(=O)NCC2CCCO2)c1` (configuration not stated) gave D1 potentiator 5, D2 agonist -0.2, D2 antagonist -11, D2 potentiator -11, RXFP1 antagonist 2, TRHR agonist -0.2, TRHR enhancer -4, D1 ag 0 and D1 antag -8.
CCC(C)NC(=O)CN(c1cc(Cl)ccc1OC)S(C)(=O)=O (configuration not stated) was read as D1 potentiator -11, D2 agonist 0.1, D2 antagonist -27, D2 potentiator 0, TRHR agonist 0.8, TRHR enhancer 3, D1 ag 9 and D1 antag -4.
`CCn1cc(CN2CCC(n3nccc3NC(=O)c3ccc4c(c3)OCO4)CC2)c(C)n1` gave D1 potentiator 0, D2 agonist 0.3, D2 antagonist -23, D2 potentiator 6, RXFP1 antagonist -12, TRHR agonist 0.2, TRHR enhancer -3, D1 ag 3 and D1 antag 2.
For CCOc1ccc2nc(NC(=O)CSc3ccc(Cl)cc3)sc2c1 the results were D1 potentiator 6, D2 agonist -0.5, D2 antagonist -8, D2 potentiator 6, RXFP1 antagonist 6, TRHR agonist -0.9, TRHR enhancer 2, D1 ag 2 and D1 antag 5.
For COc1ccccc1C(=O)N/C(=C\c1ccccc1)C(=O)NC(Cc1ccccc1)C(=O)O (configuration not stated) the results were D1 potentiator -1, D2 agonist -2.0, D2 antagonist 0, D2 potentiator 4, RXFP1 antagonist 16, TRHR agonist -1.8, TRHR enhancer -4, D1 ag 0 and D1 antag 0.
`O=C(COc1ncnc2c(Cl)cc(Cl)cc12)N1CCCCC1` gave D1 potentiator -7, D2 agonist 0.0, D2 antagonist 4, D2 potentiator -1, RXFP1 antagonist 8, TRHR agonist -0.2, TRHR enhancer 1, D1 ag 2 and D1 antag 6.
For Cn1c(=O)n(C)c2cc([N+](=O)[O-])c(N3CCN(C(=O)C(C)(C)C)CC3)cc21 the results were D1 potentiator 1, D2 agonist 0.5, D2 antagonist 1, D2 potentiator -1, RXFP1 antagonist 6, TRHR agonist 0.1, TRHR enhancer -4, D1 ag 2 and D1 antag -8.
`CCOc1ccc(OCCCCNC(C)(C)C)cc1` gave D1 potentiator -6, D2 agonist -2.5, D2 antagonist 2, D2 potentiator 27, RXFP1 antagonist 8, TRHR agonist -2.4, TRHR enhancer -2, D1 ag 8 and D1 antag -81*.
For CC(C)C1OC2(C)OC(=N)C1(C#N)C(C#N)(C#N)C2c1ccccc1 (configuration not stated) the results were D1 potentiator -2, D2 agonist 8.3, D2 antagonist 6, D2 potentiator -8, RXFP1 antagonist -13, TRHR agonist -0.2, TRHR enhancer -6, D1 ag 2 and D1 antag -5.
Cc1onc(-c2ccccc2)c1C(=O)Nc1ccccc1C#N was read as D1 potentiator 0, D2 agonist -0.7, D2 antagonist -5, D2 potentiator 1, TRHR agonist -0.3, TRHR enhancer 1, D1 ag 1 and D1 antag 5.
`O=C(NCc1ccccc1)c1ccc(CNS(=O)(=O)c2ccc(Br)cc2)cc1` gave D1 potentiator 2, D2 agonist 0.0, D2 potentiator 1, TRHR agonist -1.3, TRHR enhancer 3, D1 ag 6 and D1 antag -6.
Cc1ccc2nc(SCC(=O)Nc3ccccc3N3CCOCC3)c(C#N)cc2c1 was read as D1 potentiator 16, D2 agonist 0.2, D2 antagonist 7, D2 potentiator -5, RXFP1 antagonist 8, TRHR agonist -0.6, TRHR enhancer -7, D1 ag 16 and D1 antag -3.
CC(C)=CC(=O)OCC(=O)Nc1ccc(SC(F)F)cc1 was read as D1 potentiator 14, D2 agonist 0.0, D2 antagonist 9, D2 potentiator -7, RXFP1 antagonist -18, TRHR agonist -1.2, TRHR enhancer 17, D1 ag 8 and D1 antag -20.
Cc1ccc(S(=O)(=O)NCCC(=O)N2CCN(C/C=C/c3ccccc3)CC2)cc1 was read as D1 potentiator -3, D2 agonist -0.1, D2 antagonist 7, D2 potentiator -22, RXFP1 antagonist -1, TRHR agonist 0.6, TRHR enhancer -5, D1 ag 3 and D1 antag -17.
`COc1ccc(CN=C(C#N)C2=C(O)c3ccccc3C2=O)cc1` gave D1 potentiator -3, D2 agonist -0.4, D2 antagonist 14, D2 potentiator 4, RXFP1 antagonist 6, TRHR agonist 0.5, TRHR enhancer 1, D1 ag 1 and D1 antag -4.
CCC(C)N(C(=O)COC(=O)C1C(C(=O)OC)=C(C)NC(C)=C1C(=O)OC)C1CCS(=O)(=O)C1 (configuration not stated) was read as D1 potentiator 1, D2 agonist 0.4, D2 antagonist 3, D2 potentiator 10, RXFP1 antagonist -6, TRHR agonist -0.1, TRHR enhancer 1, D1 ag 5 and D1 antag 4.
`Cc1cccc(NC(=O)Cc2nnc(NC(=O)Nc3ccccc3F)s2)c1` gave D1 potentiator 3, D2 agonist 1.0, D2 antagonist 10, D2 potentiator -1, RXFP1 antagonist -6, TRHR agonist 0.7, TRHR enhancer -4, D1 ag 4 and D1 antag -9.
`CCOc1ccc(CN2CCNC(=O)C2CC(=O)NCCCn2ccnc2)cc1` (configuration not stated) gave D1 potentiator -6, RXFP1 antagonist 2, TRHR agonist 1.3, TRHR enhancer 0, D1 ag 2 and D1 antag 13.

3 compounds already listed, ordered by SMILES length, descending:
For Cn1c(=O)n(C)c2cc([N+](=O)[O-])c(N3CCN(C(=O)C(C)(C)C)CC3)cc21 the results were D1 potentiator 1, D2 agonist 0.5, D2 antagonist 1, D2 potentiator -1, RXFP1 antagonist 6, TRHR agonist 0.1, TRHR enhancer -4, D1 ag 2 and D1 antag -8.
For CC(C)C1OC2(C)OC(=N)C1(C#N)C(C#N)(C#N)C2c1ccccc1 (configuration not stated) the results were D1 potentiator -2, D2 agonist 8.3, D2 antagonist 6, D2 potentiator -8, RXFP1 antagonist -13, TRHR agonist -0.2, TRHR enhancer -6, D1 ag 2 and D1 antag -5.
`Cc1cccc(NC(=O)Cc2nnc(NC(=O)Nc3ccccc3F)s2)c1` gave D1 potentiator 3, D2 agonist 1.0, D2 antagonist 10, D2 potentiator -1, RXFP1 antagonist -6, TRHR agonist 0.7, TRHR enhancer -4, D1 ag 4 and D1 antag -9.

(listing goes on)
`CCc1cccc(NC(=S)Nc2ccc(CN3CCOCC3)cc2)c1` gave D1 potentiator 0, D2 agonist 0.5, D2 antagonist 1, D2 potentiator -19, RXFP1 antagonist 5, TRHR agonist 0.6, TRHR enhancer -7, D1 ag 1 and D1 antag 10.
For COc1ccccc1NC(=O)c1ccc2oc(=O)c(S(=O)(=O)c3ccccc3)cc2c1 the results were D1 potentiator -2, D2 agonist 0.2, D2 potentiator 10, TRHR agonist -0.3, TRHR enhancer -5, D1 ag -1 and D1 antag -56*.
For Clc1ccc(CNc2ccc(CNc3ncn[nH]3)cc2)c(Cl)c1 the results were D1 potentiator -12, D2 agonist 0.1, D2 antagonist 6, D2 potentiator 3, RXFP1 antagonist 10, TRHR agonist -0.4, TRHR enhancer 2, D1 ag 7 and D1 antag -46*.
CCC(C)NC(=O)CSc1ncccc1C(=O)O (configuration not stated) was read as D1 potentiator 4, RXFP1 antagonist -13, TRHR agonist 0.2, TRHR enhancer -3, D1 ag 1 and D1 antag 5.
`CCOC(=O)c1ccc(NC(=O)C2CCN(S(=O)(=O)c3ccc4c(c3)CCCC(=O)N4)CC2)cc1` gave D1 potentiator -5, D2 agonist -0.1, D2 potentiator 7, TRHR agonist 0.4, TRHR enhancer 12, D1 ag 0 and D1 antag 3.
Cc1ccc2nc(NC(=O)c3cc(=O)c4cc(C)c(C)cc4o3)sc2c1 was read as D1 potentiator -1, D2 agonist 0.7, D2 potentiator 4, RXFP1 antagonist -2, TRHR agonist 0.0, TRHR enhancer -7, D1 ag 0 and D1 antag -15.
For CC(NC(=O)NC(N)=O)(C(F)(F)F)C(F)(F)F the results were D1 potentiator -3, D2 agonist 0.1, D2 antagonist 17, D2 potentiator 4, RXFP1 antagonist -16, TRHR agonist -0.4, TRHR enhancer -4, D1 ag -2 and D1 antag 6.
For O=C(NCC1CCCO1)C(=Cc1cccc([N+](=O)[O-])c1)C(=O)NCC1CCCO1 (configuration not stated) the results were D1 potentiator -3, D2 agonist 0.6, D2 antagonist 1, D2 potentiator 8, RXFP1 antagonist -2, TRHR agonist 0.0, TRHR enhancer 4, D1 ag 1 and D1 antag 5.
`Cc1ccc2c(c1)C=CC(C)(C)S2=O` (configuration not stated) gave D1 potentiator -1, D2 agonist 2.9, D2 antagonist 6, D2 potentiator 11, RXFP1 antagonist -10, TRHR agonist 0.2, TRHR enhancer 2, D1 ag 1 and D1 antag 5.
CN1CCN(c2ccc(NC(=O)c3cccc(OCc4ccccc4)c3)cc2)CC1 was read as D1 potentiator -8, D2 agonist 0.2, D2 antagonist 2, D2 potentiator -10, RXFP1 antagonist -22, TRHR agonist -0.6, TRHR enhancer 3, D1 ag 14 and D1 antag -64*.
`COc1ccc(N2Cc3ccc(OC)c(OC)c3C2=O)cc1` gave D1 potentiator -4, D2 agonist 0.2, D2 antagonist -4, D2 potentiator 12, RXFP1 antagonist 6, TRHR agonist 0.5, TRHR enhancer 2, D1 ag 1 and D1 antag 7.

In the list so far, these contain fluorine.
CC(C)=CC(=O)OCC(=O)Nc1ccc(SC(F)F)cc1 was read as D1 potentiator 14, D2 agonist 0.0, D2 antagonist 9, D2 potentiator -7, RXFP1 antagonist -18, TRHR agonist -1.2, TRHR enhancer 17, D1 ag 8 and D1 antag -20.
`Cc1cccc(NC(=O)Cc2nnc(NC(=O)Nc3ccccc3F)s2)c1` gave D1 potentiator 3, D2 agonist 1.0, D2 antagonist 10, D2 potentiator -1, RXFP1 antagonist -6, TRHR agonist 0.7, TRHR enhancer -4, D1 ag 4 and D1 antag -9.
For CC(NC(=O)NC(N)=O)(C(F)(F)F)C(F)(F)F the results were D1 potentiator -3, D2 agonist 0.1, D2 antagonist 17, D2 potentiator 4, RXFP1 antagonist -16, TRHR agonist -0.4, TRHR enhancer -4, D1 ag -2 and D1 antag 6.
